# MT1-MMP act inh: blockers of MT1-MMP proenzyme processing, primary screen, HT1080 RFP-PRO-GFP cells, GFP/RFP fluorescence. GFP/RFP ratio fluorescence, overnight; percent of plate control window, DMSO zero. GFP/RFP ratio change, % at 20 µM. hit rate 0.061% among 360,000;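 active = GFP/RFP ratio change of at least 30% with cell ATP level not reduced by more than half and red fluorescence within 50% of control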; also: strong numbers were not always called active
#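 Compound: 20 µM single dose, 1% DMSO / System: HT1080 RFP-PRO-GFP cells / Controls: DMSO and RFP-L50D-GFP cell wells / Read-out basis: GFP/RFP fluorescence ratio / Schedule: overnight compound exposure at 37 °C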
# DNMT1 inh: human DNMT1 methyltransferase inhibitors, primary screen, biochemical, molecular beacon, fluorescence, HinP1I cleavage, uHTS | DNA (cytosine-5)-methyltransferase 1 (Homo sapiens), P26358 | AID 588458, 2011 | inhibition (reported as % activation of signal), % at 10 µM | hit rate 0.83% among 360,000; in the data active = inhibition above about 50%
# Scp-1 inhibitor: Scp-1 phosphatase inhibitors, primary screen, biochemical, colorimetric, uHTS | Carboxy-terminal domain RNA polymerase II polypeptide A small phosphatase 1 (Homo … | Recombinant Scp1, phosphopeptide, malachite green phosphate absorbance | inhibition, % at 20 µM | hit rate 0.88% among 340,000;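 active = inhibition above about 50% at 20 µM, limit read from the data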;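 also: plate controls were DMSO wells with enzyme for no effect and wells lacking enzyme for full effect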
# Target sequence (Q9GZU7 76-261 limits assumed): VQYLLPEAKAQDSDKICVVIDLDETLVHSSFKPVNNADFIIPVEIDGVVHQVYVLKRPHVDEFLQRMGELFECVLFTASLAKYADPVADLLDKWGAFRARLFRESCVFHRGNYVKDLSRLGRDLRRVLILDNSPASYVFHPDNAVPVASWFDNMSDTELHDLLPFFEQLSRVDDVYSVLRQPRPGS
#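 Times: enzyme reaction 45 min at room temperature, colour 5 min, stabilisation 30 min. Material: SCP-1 catalytic fragment, aa 76-261. Medium: Acidic Tris acetate buffer with magnesium and detergent. Signal: colorimetric free-phosphate detection, absorbance 630 nm. Read-out basis: % inhibition of SCP-1 phosphate liberation. Reagent: Phosphorylated 17-residue peptide substrate.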
# SKN-1 block: suppressors of acrylamide-induced Pgst-4::GFP reporter in worms, primary screen, SKN-1 inhibitor project, whole organism, uHTS, GFP/RFP fluorescence ratio, strain VP596 | C. elegans VP596 Pgst-4::GFP/RFP ratio, 24 h | inhibition, % at 21.8 µM | hit rate 0.49% among 360,000 | AID 624304, 2012;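 active = interference check ratio from 0.5 to 1.5 plus GFP to RFP signal ratio inhibition reaching or exceeding a fixed threshold, cut at about 30% in these data, passing the limit was not always enough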; also: some compounds called inactive have numbers as strong as hits
# SUMO1 PPI mod: modulators of SUMO1 protein-protein interactions, primary screen, biochemical, uHTS; Small ubiquitin-related modifier 1 (Homo sapiens), P63165; SUMO1 binding to a labelled peptide, TR-FRET, 1 h; inhibition, % at 20 µM; hit rate 0.33% among 360,000; in the data active = inhibition above about 37%
# Target sequence (P63165 whole entry, looked up): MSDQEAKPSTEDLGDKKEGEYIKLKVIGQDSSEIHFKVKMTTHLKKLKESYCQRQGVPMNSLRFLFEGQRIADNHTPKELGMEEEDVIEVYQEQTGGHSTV
# Rpn11 inh: Rpn11 (PSMD14) deubiquitinase inhibitors, primary screen, biochemical, fluorescence polarization, uHTS. calls only at 20 µM. human 26S proteasome, Ub4-pepOG fluorescence polarization; 20S core pre-blocked with epoxomicin. hit rate 0.59% among 360,000. AID 588493, 2011;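 active = inhibition at 20 µM, scaled to each plate's controls, above about 33%, limit read from the data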
# LMPTP inh: LMPTP phosphatase inhibitors, primary screen, biochemical, fluorescence intensity, uHTS; Low molecular weight phosphotyrosine protein phosphatase (Homo sapiens), P24666; recombinant LMPTP-A, OMFP fluorogenic substrate; inhibition, % at 20 µM; hit rate 0.22% among 360,000;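 active = compounds that cut the enzyme signal by at least half of the control window in the single-dose screen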;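 also: plate controls were DMSO wells with enzyme plus substrate for no effect and substrate without enzyme for full effect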
# Target sequence (P24666 whole entry, looked up): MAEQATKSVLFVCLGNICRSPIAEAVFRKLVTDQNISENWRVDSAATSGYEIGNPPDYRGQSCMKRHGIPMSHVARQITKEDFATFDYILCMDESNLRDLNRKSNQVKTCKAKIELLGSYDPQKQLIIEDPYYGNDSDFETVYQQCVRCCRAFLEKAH
#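 test system = LMPTP-A | amount = 0.625 nM LMPTP-A final | reagent = fluorogenic phosphatase substrate OMFP at 400 µM final | incubation = 50 min at room temperature | benchmarks = no-enzyme low control, uninhibited high control | medium = Bis-Tris pH 6.0, DTT, detergent | signal = fluorescence intensity of OMFP turnover product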
# NRP1-CendR mod: modulators of CendR peptide binding to NRP-1, primary screen, biochemical, fluorescence polarization, uHTS; Neuropilin-1 (Homo sapiens), O14786; FAM-RPARPAR peptide binding to NRP-1; inhibition, % at 25 µM; hit rate 0.85% among 360,000; AID 602438, 2012;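 active = inhibition or corrected inhibition above about 18%, plus a signal ratio from 0.5 to 1.5, limit read from the data, passing the limit was not always enough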; also: strong numbers were not always called active
# STEP block: STEP phosphatase inhibitors, primary screen, biochemical, fluorescence intensity, uHTS; recombinant STEP, OMFP fluorogenic substrate; inhibition, % at 20 µM; hit rate 0.25% among 360,000; AID 588621, 2011;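 active = inhibition at 20 µM, scaled per plate between control wells, above about 37%, limit read from the data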;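 also: 0% = DMSO with enzyme and substrate and 100% = substrate only without enzyme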
# Target sequence (P54829 whole entry, looked up): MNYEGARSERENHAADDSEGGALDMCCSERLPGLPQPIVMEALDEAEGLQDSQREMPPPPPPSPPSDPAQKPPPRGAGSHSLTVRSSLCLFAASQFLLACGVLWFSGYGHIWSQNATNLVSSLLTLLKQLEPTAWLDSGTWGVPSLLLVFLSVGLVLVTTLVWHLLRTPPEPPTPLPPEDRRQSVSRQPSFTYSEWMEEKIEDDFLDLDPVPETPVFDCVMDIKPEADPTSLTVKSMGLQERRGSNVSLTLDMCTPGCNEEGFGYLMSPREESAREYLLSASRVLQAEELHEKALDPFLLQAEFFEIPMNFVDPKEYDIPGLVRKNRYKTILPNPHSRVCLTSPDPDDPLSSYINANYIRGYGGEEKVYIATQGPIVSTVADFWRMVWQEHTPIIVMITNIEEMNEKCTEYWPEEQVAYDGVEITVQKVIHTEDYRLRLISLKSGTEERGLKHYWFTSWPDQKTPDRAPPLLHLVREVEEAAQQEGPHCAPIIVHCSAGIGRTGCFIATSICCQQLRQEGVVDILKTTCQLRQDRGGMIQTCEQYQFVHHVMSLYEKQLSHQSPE
#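 Also added – OMFP at 25 µM · Test system – STEP tyrosine phosphatase · Technique – FITC-channel fluorescence of OMFP product · Schedule – 20 min at room temperature, dark · Evaluation – control-normalized % inhibition with plate pattern correction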
# NadD block: inhibitors of S. aureus NadD, primary screen, biochemical, colorimetric, uHTS; hit rate 0.78% among 360,000; AID 602399, 2012; inhibition, % at 20 µM; purified NadD enzyme, colorimetric absorbance read-out; Nicotinate-nucleotide adenylyltransferase NadD (Staphylococcus aureus N315); in the data active = inhibition above about 26%; also: some compounds past the cut are filed as inactive
# Starred values were filed as active, the others as inactive; i = inactive; x = not tested or not shown.
1	CCOC(=O)C1CCN(C(=O)c2cc3cc(Cl)ccc3[nH]2)CC1
2	CC(=O)N1c2ccc(S(=O)(=O)N3CCCC(C(=O)N4CCCC(C)C4)C3)cc2CC1C (configuration not stated)
3	O=c1[nH][nH]c(C(F)(F)F)c1C=NCc1ccccc1Cl
4	Cc1cccc(-c2nc(CS(=O)CC(=O)N3CCN(C)CC3)c(C)o2)c1 (configuration not stated)
5	C=CCOC(=O)C1=C[C@@H](c2csc3ccccc23)C[C@@H](OCCCCO)O1
6	CCc1cc(=O)oc2c3c(cc(OCC(=O)NCCN4CCOCC4)c12)OC(C)(C)CC3
7	CC(=O)Nc1ccc(-c2ccnc3c2CC(C(=O)Nc2cccc(N(C)C)c2)O3)cc1 (configuration not stated)
8	COC(=O)[C@@H](NC(=O)NCc1ccc(F)cc1)C(C)C

Assay by compound	1	2	3	4	5	6	7	8
MT1-MMP act inh	-3	-2	1	1	1	4	6	-4
DNMT1 inh	-4	5	-3	1	-12	2	-1	-2
Scp-1 inhibitor	-13	4	-2	-11	-6	18	x	-4
SKN-1 block	-2	2	1	6	5	5	-2	6
SUMO1 PPI mod	1	5	-4	-5	5	2	4	-3
Rpn11 inh	i	i	i	i	i	i	i	i
LMPTP inh	1.2	-0.9	-4.7	-5.0	2.4	0.5	-0.9	-0.4
NRP1-CendR mod	-1	1	7	-2	-12	-3	0	3
STEP block	0	-1	-1	0	-3	0	2	-4
NadD block	-2	-2	7	2	3	3	0	7

9	CCC(C)C1(C2CCCC2)NC(=O)NC1=O (configuration not stated)
10	CCOC(=O)C1=C(C)NC(=O)NC1c1ccc(-c2ccc(F)cc2)o1 (configuration not stated)
11	CCOc1cc(/C=N/NC(=O)C(=O)NCC2CCCO2)ccc1OCC(=O)N1CCOCC1 (configuration not stated)
12	CN(C)CCCNc1oc(/C=C/c2ccccc2)nc1C#N
13	CC(=O)Nc1ccc(NC(=O)[C@@H](NC(=O)c2ccccc2F)C(C)C)cc1
14	O=C(NC(=S)Nc1ccccc1N1CCCC1)c1cccs1
15	CC(OC(=O)C1CC(O)CN1S(=O)(=O)c1ccccc1[N+](=O)[O-])C(=O)N1CCCCC1 (configuration not stated)
16	Cc1ccc(NC(=O)CNC(=O)CN2C(=O)c3ccccc3C2=O)cc1

Assay by compound	9	10	11	12	13	14	15	16
MT1-MMP act inh	3	-1	1	3	0	-2	2	3
DNMT1 inh	3	-2	-1	1	0	-16	1	2
Scp-1 inhibitor	-2	-6	-4	-1	-2	-5	-3	x
SKN-1 block	-4	0	6	2	8	-1	4	9
SUMO1 PPI mod	25	-2	-8	1	0	1	1	-3
Rpn11 inh	i	i	i	i	i	i	i	i
LMPTP inh	-3.9	1.6	-0.7	-1.7	-0.7	1.6	-0.8	-1.0
NRP1-CendR mod	4	-8	2	8	11	24	7	3
STEP block	-1	0	-3	0	0	3	-2	-3
NadD block	-1	-3	5	-7	4	-5	4	-1

17	CCC(C(=O)Nc1ccccc1-c1ccccc1)c1ccccc1 (configuration not stated)
18	Cc1ccc([N+](=O)[O-])cc1S(=O)(=O)Nc1ccc(C(=O)N(C)C)cc1
19	COc1cccc(NC(=O)C2C3C=CC(O3)C2C(=O)O)c1 (configuration not stated)
20	O=C(Nc1ccc2[nH]ccc2c1)c1cccs1
21	Cc1ccc(C)c(Cn2nnc3c(=O)[nH]c(C4CCCN(C(=O)c5cccs5)C4)nc32)c1 (configuration not stated)
22	COc1ccccc1CNc1nc(NCc2ccccc2)nc2ccsc12
23	COC(=O)c1cccc(NC(=O)c2ccc3c(c2)C(=O)N(CC2CCCO2)C3=O)c1 (configuration not stated)
24	Cc1nc(C(=O)NNC(=O)c2ccc(C(F)(F)F)cc2)cs1

Assay by compound	17	18	19	20	21	22	23	24
MT1-MMP act inh	-12	3	4	3	-1	18	4	5
DNMT1 inh	0	5	4	-6	-1	2	-1	0
Scp-1 inhibitor	-7	1	-5	-6	6	x	-10	-7
SKN-1 block	24	18	0	18	-11	9	3	5
SUMO1 PPI mod	0	-10	-1	26	0	2	-26	-2
Rpn11 inh	i	i	i	i	i	i	i	i
LMPTP inh	1.2	0.1	-1.3	-0.4	-0.9	18	-1.3	-2.1
NRP1-CendR mod	-5	11	-9	12	4	-2	-8	-5
STEP block	-2	-1	2	-1	-1	4	2	-1
NadD block	-6	-1	2	-7	-8	10	5	-3

25	COc1ccc(-n2ncc(C(C)NS(=O)(=O)c3cc(F)ccc3C)c2C)cc1 (configuration not stated)
26	COc1cccc(OC)c1C(=O)Nc1ccc(Br)c(C(=O)c2ccccc2)c1
27	COc1ccc(-n2cnc3sccc3c2=O)cc1
28	Cn1c(SCC(=O)Nc2cccc(S(=O)(=O)N3CCOCC3)c2)nnc1-c1ccncc1
29	COc1cc(OC)c(NS(=O)(=O)c2cc(C(=O)OC(C)C(=O)NC3CC3)c(Cl)cc2Cl)cc1Cl (configuration not stated)
30	Cc1cc(NC2CCCCC2)nc(N2CCOCC2)n1
31	Cc1nc(C)c(C(=O)OCC(=O)N2CCN(c3ccccc3)CC2)s1
32	Cc1cc(C)c2cc(CN(Cc3ccco3)C(=O)NCc3ccccc3)c(=O)[nH]c2c1

Assay by compound	25	26	27	28	29	30	31	32
MT1-MMP act inh	-1	-4	-3	-3	-1	2	3	0
DNMT1 inh	-1	2	0	1	-3	4	1	-2
Scp-1 inhibitor	-5	-8	-9	-6	-5	-4	-7	5
SKN-1 block	10	0	5	-1	-5	9	-15	-22
SUMO1 PPI mod	2	23	3	-1	1	-1	2	-6
Rpn11 inh	i	i	i	i	i	i	i	i
LMPTP inh	1.0	3.2	-1.9	-0.5	-1.2	2.9	-0.3	-0.1
NRP1-CendR mod	-3	7	0	-8	-4	2	-1	-10
STEP block	-4	-1	0	1	-4	0	2	2
NadD block	-6	-6	-7	-9	4	-2	6	-4

33	CCC(C)NC(=O)Cn1c(COc2ccc(Cl)cc2Cl)nc2ccccc21 (configuration not stated)
34	S=c1nc[nH]c2c1ncn2C1CCCO1 (configuration not stated)
35	CCOC(=O)N1CCN(C(=O)c2ccccc2NC(=O)COc2ccccc2)CC1
36	CCC1=NN2C(=N)/C(=C/c3cc(C)n(Cc4ccccc4)c3C)C(=O)N=C2S1
37	O=C(Nc1ccccn1)c1ccc(C(=O)Nc2ccccn2)cc1
38	O=C(O)COc1ccc(NC(=O)c2ccc3c(c2)C(=O)N(Cc2ccccc2)C3=O)cc1
39	N#Cc1ccc(S(=O)(=O)N2CCN(CC(=O)NCC3(N4CCOCC4)CCCCC3)CC2)cc1
40	Cc1cc2nc(C)n(CCCNC(=O)Nc3ccccc3)c2cc1C

Assay by compound	33	34	35	36	37	38	39	40
MT1-MMP act inh	2	3	0	-4	-1	-1	4	-1
DNMT1 inh	31	-2	-1	-1	1	0	-5	-2
Scp-1 inhibitor	0	4	-4	-17	-9	-9	-6	-4
SKN-1 block	10	21	9	4	20	11	-10	28
SUMO1 PPI mod	0	1	-2	-8	6	-13	5	-1
Rpn11 inh	i	i	i	i	i	i	i	i
LMPTP inh	-0.8	-1.3	1.8	3.6	-0.6	-0.8	13	-0.3
NRP1-CendR mod	0	9	4	0	6	-1	-7	-6
STEP block	-3	0	-1	2	0	-1	-1	-4
NadD block	7	10	-2	5	-2	-4	1	0

41	O=C(OCCCOC(=O)c1cc[n+]([O-])cc1)c1cc[n+]([O-])cc1
42	O=C(Nc1ccc2c(c1)OCCO2)c1cccnc1Oc1ccc(Cl)cc1
43	O=C(CN1CCN(C(=O)CNC(=O)c2ccc3c(c2)OCO3)CC1)Nc1ccc(F)cc1
44	O=C(Nc1cccc(Cl)c1)OCc1cn(-c2ccccc2)nn1
45	CN(Cc1ccccc1F)C(=O)COc1ccc(C(=O)c2ccccc2)cc1
46	N/C(=N\OC(=O)Cc1ccc(-c2ccccc2)cc1)c1cccc([N+](=O)[O-])c1

Assay by compound	41	42	43	44	45	46
MT1-MMP act inh	0	-1	-3	2	-1	2
DNMT1 inh	-1	0	2	-3	-1	-13
Scp-1 inhibitor	4	18	-1	-7	-9	19
SKN-1 block	-4	6	8	7	12	-5
SUMO1 PPI mod	-13	-3	2	3	-1	-12
Rpn11 inh	i	i	i	i	i	i
LMPTP inh	-1.4	0.9	-1.2	2.8	0.6	2.9
NRP1-CendR mod	9	6	2	14	-6	-4
STEP block	-1	-3	-2	0	0	0
NadD block	-3	-2	4	7	-11	-8

# Part of the list above, set out differently.
cpd | SMILES | MT1-MMP act inh | DNMT1 inh | Scp-1 inhibitor | SKN-1 block | SUMO1 PPI mod | Rpn11 inh | LMPTP inh | NRP1-CendR mod | STEP block | NadD block
39 | N#Cc1ccc(S(=O)(=O)N2CCN(CC(=O)NCC3(N4CCOCC4)CCCCC3)CC2)cc1 | 4 | -5 | -6 | -10 | 5 | i | 13 | -7 | -1 | 1
40 | Cc1cc2nc(C)n(CCCNC(=O)Nc3ccccc3)c2cc1C | -1 | -2 | -4 | 28 | -1 | i | -0.3 | -6 | -4 | 0
41 | O=C(OCCCOC(=O)c1cc[n+]([O-])cc1)c1cc[n+]([O-])cc1 | 0 | -1 | 4 | -4 | -13 | i | -1.4 | 9 | -1 | -3
42 | O=C(Nc1ccc2c(c1)OCCO2)c1cccnc1Oc1ccc(Cl)cc1 | -1 | 0 | 18 | 6 | -3 | i | 0.9 | 6 | -3 | -2
43 | O=C(CN1CCN(C(=O)CNC(=O)c2ccc3c(c2)OCO3)CC1)Nc1ccc(F)cc1 | -3 | 2 | -1 | 8 | 2 | i | -1.2 | 2 | -2 | 4
44 | O=C(Nc1cccc(Cl)c1)OCc1cn(-c2ccccc2)nn1 | 2 | -3 | -7 | 7 | 3 | i | 2.8 | 14 | 0 | 7
45 | CN(Cc1ccccc1F)C(=O)COc1ccc(C(=O)c2ccccc2)cc1 | -1 | -1 | -9 | 12 | -1 | i | 0.6 | -6 | 0 | -11
46 | N/C(=N\OC(=O)Cc1ccc(-c2ccccc2)cc1)c1cccc([N+](=O)[O-])c1 | 2 | -13 | 19 | -5 | -12 | i | 2.9 | -4 | 0 | -8

# Compound activity (PubChem)
